UGM FP inh: M. tuberculosis UGM enzyme inhibitors, primary screen, biochemical, fluorescence polarization, single point. UDP-galactopyranose mutase (Mycobacterium tuberculosis (strain ATCC 25618 / H37Rv)), …. purified UGM, fluorescence polarization probe displacement. inhibition, % at 10 µM. 320,000 compounds, 0.06% hits; in the data active = inhibition above about 10%, passing the limit was not always enough; inconclusive = no clear call, values can overlap the other calls
Target sequence (P9WIQ1 whole entry, looked up): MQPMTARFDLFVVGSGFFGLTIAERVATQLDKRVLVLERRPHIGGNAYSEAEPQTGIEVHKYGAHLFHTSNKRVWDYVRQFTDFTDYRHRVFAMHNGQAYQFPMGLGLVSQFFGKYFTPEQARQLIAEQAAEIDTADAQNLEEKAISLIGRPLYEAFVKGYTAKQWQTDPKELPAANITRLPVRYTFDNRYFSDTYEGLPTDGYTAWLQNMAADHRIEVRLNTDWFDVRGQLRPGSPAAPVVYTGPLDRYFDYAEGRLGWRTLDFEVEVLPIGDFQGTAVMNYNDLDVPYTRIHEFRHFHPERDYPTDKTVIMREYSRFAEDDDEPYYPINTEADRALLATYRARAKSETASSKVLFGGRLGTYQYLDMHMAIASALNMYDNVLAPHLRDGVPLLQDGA
BoNT-A LC inh2: BoNT/A light chain protease inhibitors, primary screen, biochemical, flow cytometry, MLPCN library. 360,000 compounds, 0.17% hits. Botulinum neurotoxin type A light chain protease (Clostridium botulinum A str. ATCC 3502). AID 588499, 2011. multiplex microsphere protease substrate cleavage. inhibition, % at 10 µM; note: plate controls were buffer without enzyme for full effect and enzyme alone for no effect
PfHsp40 yeast: rescue of yeast from PfHsp40 toxicity, primary screen, S. cerevisiae, ATP luminescence | growth rescue, % at 12.5 µM | S. cerevisiae expressing PfHsp40, growth rescue | AID 504582, 2011 | 340,000 compounds, 0.68% hits; in the data active = growth rescue above about 28%, passing the limit was not always enough; inconclusive = no clear call, values can overlap the other calls;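 note: yeast W303a lacking pdr1 and pdr3 grown in galactose medium; growth measured after three days at 30 °C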
BioA inh: M. tuberculosis BioA enzyme inhibitors, primary screen, biochemical, plate reader, single point, HTS; purified M. tuberculosis BioA enzyme; 7,8-diaminopelargonic acid synthase BioA (Mycobacterium tuberculosis); 360,000 compounds, 0.096% hits; inhibition, % at 9.99 µM; in the data active = inhibition above about 40%; inconclusive = no clear call, values can overlap the other calls
GDH-TPI inh: GDH-TPI coupling enzyme inhibitors, primary screen, artefact control for M. tuberculosis FBA inhibitor project, biochemical, absorbance, full deck. GDH-TPI coupled enzyme counterscreen, NADH absorbance. inhibition, % at 4.8 µM. 360,000 compounds, 1.2% hits. AID 588335, 2011; in the data active = inhibition above about 30%;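 note: 0% = DMSO wells and 100% = wells lacking the enzyme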
Anthrax LF prot: Bacillus anthracis LF protease inhibitors, primary screen, biochemical, multiplex microsphere, MLPCN library. 360,000 compounds, 0.12% hits. inhibition, % at 10 µM. multiplex microsphere protease cleavage assay. Lethal factor (Bacillus anthracis), P15917; note: plate controls were buffer without enzyme for full effect and enzyme alone for no effect
FadD28 binding: inhibitors of FadD28 bisubstrate probe binding, primary screen, biochemical, fluorescence polarization, single point; Mycobacterium tuberculosis FadD28 fatty-acid-AMP ligase; inhibition, % at 12.5 µM; 360,000 compounds, 0.22% hits; in the data active = inhibition above about 8.5%, passing the limit was not always enough; inconclusive = no clear call, values can overlap the other calls
BoNT-F LC inh: BoNT/F light chain protease inhibitors, primary screen, biochemical, flow cytometry, MLPCN library | AID 588497, 2011 | 360,000 compounds, 0.22% hits | Multiplex microsphere protease cleavage assay | inhibition, % at 10 µM | Botulinum neurotoxin type F light chain protease (Clostridium botulinum); in the data active = inhibition above about 35%, passing the limit was not always enough; inconclusive = no clear call, values can overlap the other calls; note: plate controls were buffer without enzyme for full effect and enzyme alone for no effect
Mtb FBA inh: Mtb FBA enzyme inhibitors, primary screen, biochemical, fluorescence, strain H37Rv; Fructose-bisphosphate aldolase (Mycobacterium tuberculosis (strain ATCC 25618 / H37Rv)), …; purified M. tuberculosis FBA, fluorescence read-out; inhibition, % at 1 µM; 360,000 compounds, 2.3% hits; in the data active = inhibition above about 27%;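 note: 0% = vehicle and 100% = reference inhibitor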
Target sequence (P9WQA3 whole entry, looked up): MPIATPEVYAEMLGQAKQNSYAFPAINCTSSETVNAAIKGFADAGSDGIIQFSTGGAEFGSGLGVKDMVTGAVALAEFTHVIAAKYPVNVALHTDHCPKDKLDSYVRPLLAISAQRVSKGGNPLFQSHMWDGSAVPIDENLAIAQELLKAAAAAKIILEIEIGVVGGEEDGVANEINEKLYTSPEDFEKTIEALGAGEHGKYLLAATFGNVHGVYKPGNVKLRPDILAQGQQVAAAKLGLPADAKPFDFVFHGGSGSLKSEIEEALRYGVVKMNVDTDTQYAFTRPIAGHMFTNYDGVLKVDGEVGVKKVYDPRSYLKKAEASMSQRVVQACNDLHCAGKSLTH
An asterisk follows results filed as active; ? = inconclusive; . = not tested or not shown. Cut-off read from the data, not from the text of the source, unless noted: active = inhibition above about 30%; inconclusive = no clear call, values can overlap the other calls; inactive = below that. Hits appear at their usual frequency; about 4.7% have a hit in one of these screens.

SMILES | UGM FP inh | BoNT-A LC inh2 | PfHsp40 yeast | BioA inh | GDH-TPI inh | Anthrax LF prot | FadD28 binding | BoNT-F LC inh | Mtb FBA inh
COc1cc(S(=O)(=O)Nc2cccc(C)c2)ccc1NC(=O)c1ccncc1 | -0.3 | 0.2 | -0.2 | . | 5.0 | -1.7 | -1.8 | 1.0 | 3.8
Cc1nn(C)cc1-c1cc(C(=O)O)c2ccccc2n1 | -2.3 | -0.4 | -1.7 | . | 7.0 | -2.9 | -0.9 | -8.8 | 81.7*
Cc1nc2sc3c(c2c(=O)o1)CC(C)(C)OC3 | 2.3 | 0.5 | -0.6 | -1.8 | -4.8 | 5.1 | -2.8 | ? | -0.4
c1ccc(-c2ccc(-c3n(-c4ccccn4)c4ccccc4[n+]3-c3ccccn3)cc2)cc1 | . | -0.5 | 2.7 | . | 2.2 | -7.6 | -4.3 | -16.4 | 45.8*
Cc1cc(Cl)ccc1OCC(=O)NCCC(=O)O | 0.8 | 0.8 | -1.4 | -0.6 | 9.6 | 0.6 | -1.8 | -0.9 | 0.6
Cc1ccc([N+](=O)[O-])cc1NC(=O)c1ccc2c(c1)OCO2 | -1.9 | -3.0 | -0.2 | . | 2.2 | -0.2 | -3.2 | -31.2 | -6.5
CCN(CC)S(=O)(=O)c1ccc(N2CC(C(=O)NCc3ccco3)CC2=O)cc1 (configuration not stated) | . | 0.0 | . | -0.6 | 4.6 | -7.0 | -0.1 | 8.2 | 3.6
CC(C)CCCN1C(Nc2ccccc2)=NC[C@@H]1Cc1ccccc1 | 2.2 | -0.3 | 16.6 | 2.7 | -5.2 | -4.0 | -0.4 | -20.4 | -3.7
COc1ccc(-c2[nH]nc3c2C(c2ccsc2)C(C#N)=C(N)O3)cc1 (configuration not stated) | 2.3 | -1.1 | -1.7 | 2.0 | 14.7 | -4.1 | -1.2 | -3.9 | 1.1
O=C(CN1CCN(Cc2ccc3c(c2)OCO3)CC1)c1c[nH]c2ccccc12 | 7.4 | 1.2 | -1.3 | 5.2 | 7.8 | -1.0 | -6.5 | ? | -1.9
CC(C)CCN(C)C1CCN(S(=O)(=O)c2ccc(F)cc2)CC1 | 0.8 | -0.6 | -0.1 | 0.9 | 2.4 | -0.1 | -1.6 | -4.7 | -2.9
COc1ccc(CCNS(=O)(=O)c2cccc(C(=O)O)c2)cc1OC | 2.2 | 0.3 | -1.0 | -0.7 | -5.0 | 2.5 | -4.6 | ? | 4.1
O=[N+]([O-])c1ccccc1N=Nc1ccc(O)cc1O | . | -0.3 | . | 1.2 | 23.0 | -20.1 | 1.8 | -12.8 | -21.3
COC(=O)c1ccc(C2N=C(c3cccs3)CC(c3ccccc3O)N2)cc1 (configuration not stated) | -2.0 | 1.9 | -1.8 | . | 4.4 | 0.8 | -0.9 | -0.2 | 1.8
CC(=O)Nc1ccc(C(=O)N/N=C/c2ccccc2OC(=O)c2ccc(Cl)cc2)cc1 | 3.6 | 1.0 | 0.1 | 6.6 | 12.9 | -7.3 | -5.6 | -5.5 | 1.7
COc1cc(NC(=O)CSCC(=O)N(C)C2CCCCC2)cc(OC)c1 | -0.2 | -1.8 | -0.2 | -0.3 | -1.3 | -3.1 | -3.0 | -2.0 | 2.8
CCn1c(CNC(=O)c2ccco2)nnc1SCC(=O)Nc1ccc(Br)cc1F | -0.7 | 4.9 | -0.2 | 4.5 | -5.1 | -5.3 | -2.4 | 7.6 | 0.8
COc1ccc(S(=O)(=O)N2CCOCC2)cc1NC(=O)COc1ncnc2ccccc12 | -0.1 | 0.8 | 0.6 | . | 3.0 | 0.3 | -1.1 | 3.4 | 4.6
O=C(c1cccs1)N1C[C@H](n2cc(-c3ccc(F)cc3)nn2)[C@@H](O)C[C@@H]1c1ccc(Cl)cc1 | . | 0.2 | . | -2.2 | -6.6 | 2.3 | -8.3 | 0.4 | -2.5
CSCC(C)N1CCC(CCC(=O)NC2CC2)CC1 (configuration not stated) | 0.6 | -2.7 | 0.6 | -2.8 | 6.0 | -4.1 | -1.4 | -3.9 | 0.7
N=C1CCCC1C(=S)SCCC(N)=O (configuration not stated) | . | -0.5 | . | -1.2 | 13.3 | -8.3 | -0.5 | -1.5 | 4.0
Cc1cc(C(=O)NC2CCCc3c2cnn3-c2cccc(C)c2C)c(C)o1 (configuration not stated) | 0.8 | 1.1 | 2.5 | 0.0 | 0.3 | -2.2 | -1.2 | -6.9 | 1.9
CCOC(=O)c1c(CN(C)C)oc2cc(CN(C)C)c(O)c(CSc3ccccc3)c12 | -0.4 | . | -0.9 | -0.3 | 0.5 | . | -5.6 | . | -2.9
Cc1cccc(NC(=O)c2sc3nc4c(c(-c5ccco5)c3c2N)CCC4)c1 | -0.1 | 11.7 | -0.5 | -0.8 | 19.0 | 6.8 | -1.1 | -29.0 | 6.7
CC(=O)c1sc(NC(=O)c2ccccc2)nc1-c1ccccc1 | 0.3 | -1.0 | 4.4 | . | 5.8 | -2.7 | -7.0 | -2.8 | -1.4
O=C(Cc1c(Cl)cccc1Cl)N/N=C/c1cccnc1 | -3.0 | 0.3 | 0.0 | -1.1 | 8.8 | 3.3 | -6.4 | -5.8 | -2.5
CC(C)[C@H](NC(=O)OCc1ccccc1)C(=O)OCC(=O)c1ccccc1 | -0.1 | -0.1 | 0.6 | -0.5 | 14.4 | 0.1 | -2.6 | -0.7 | -0.6
CC(=O)Nc1ccc(NC(C)=C(C#N)C#N)cc1 | -0.7 | -0.2 | -0.6 | . | 0.7 | -0.9 | 0.0 | 0.9 | 1.4
COc1ccc(S(=O)(=O)NCc2ccccn2)cc1NC(=O)c1ccccc1 | 2.6 | -2.5 | 0.4 | 2.8 | -5.5 | -5.7 | 0.1 | -5.0 | 2.5
CCOc1cc(C(=O)NCc2ccccc2)ccc1OCC(=O)N1CCOCC1 | 6.2 | -0.2 | 1.1 | 1.2 | 0.0 | -7.9 | -1.8 | -6.3 | 2.3
CCC(=O)N1CCCc2cc(S(=O)(=O)N3CCN(c4ccccn4)CC3)ccc21 | 3.1 | 0.0 | ? | 8.2 | 12.4 | -0.6 | -1.5 | 9.9 | 1.8
COc1ccc(Cl)c(OC)c1C(=O)NC(=O)Nc1c(F)cc(F)cc1F | 1.7 | 0.8 | -0.2 | -1.4 | 12.6 | -5.6 | 0.8 | 7.5 | 1.7
CN(C)c1cc(Nc2cccc(O)c2)c([N+](=O)[O-])c2nonc12 | -0.4 | 0.6 | 0.2 | -8.9 | 23.7 | -3.2 | 0.8 | 1.9 | -2.7
CC(C)C[C@H](NC(=O)N1CCn2c1nc1ccccc12)C(=O)N[C@@H](Cc1ccccc1)C(=O)O | 1.1 | 0.1 | -0.3 | -0.9 | -2.8 | 2.2 | -0.6 | -9.3 | 1.0
CCOc1ccc(S(=O)(=O)N(CC)CC(=O)NC2CCS(=O)(=O)C2)cc1 (configuration not stated) | -0.7 | -0.1 | -1.6 | -4.0 | 3.0 | -6.1 | 1.0 | 3.7 | 1.4
FC(F)(F)c1nnc(-c2ccccc2)nc1N1CCOCC1 | 1.5 | 0.9 | 2.6 | -0.1 | 9.7 | -0.3 | -0.7 | -0.3 | 1.1
COc1ccc(CNC(=O)C2CCN(S(=O)(=O)N3CCCCC3)CC2)cc1 | -3.5 | -1.1 | -2.1 | 3.6 | 16.4 | -0.1 | -1.5 | -0.1 | 0.1
O=C(OCCOc1cccc(Cl)c1)C1CCN(S(=O)(=O)c2ccccc2)CC1 | 4.9 | -1.0 | 1.4 | -2.6 | 6.2 | -3.9 | -1.1 | -2.3 | -1.0
Cc1ccc(CC(=O)Nc2nnc(-c3ccc(F)cc3)o2)c(C)c1 | -1.4 | 0.1 | -0.5 | -1.1 | 12.0 | -5.0 | 1.6 | -2.2 | 2.3
Cc1ccc(NC(=O)c2sccc2C)cc1[N+](=O)[O-] | -1.9 | 0.3 | 11.9 | . | 4.8 | 1.0 | -1.9 | -7.9 | 2.1
CCOc1ccc(N2C(=O)c3ccc(C(=O)OCC(=O)N(CC)C4CCS(=O)(=O)C4)cc3C2=O)cc1 (configuration not stated) | -2.5 | -0.8 | 0.7 | 0.0 | -7.8 | -3.7 | -2.1 | -5.2 | 4.9
CC(C)N(Cc1ccccc1)C(=O)CSc1nccn1C | 0.9 | -1.0 | 0.7 | . | -2.8 | -8.2 | -1.0 | -3.2 | -0.2
O=C(NCCc1ccccc1)c1cnc2ccccc2n1 | 2.2 | -2.1 | 1.0 | 5.6 | -1.4 | 4.3 | -0.5 | -5.4 | 2.9
CC(NC(=O)COC(=O)C1CCC1)c1ccccc1 (configuration not stated) | 0.1 | 0.8 | 0.3 | -1.0 | 10.9 | -1.9 | -0.8 | -10.6 | 6.3
C=CCC1(CC=C)CCCN1C(=O)c1cc(COc2ccc(-n3cncn3)cc2)on1 | 1.2 | -0.1 | 1.7 | -0.2 | -7.6 | -0.4 | 0.7 | -1.3 | 1.6

The closing 2 compounds of the section above open the next one.
SMILES | UGM FP inh | BoNT-A LC inh2 | PfHsp40 yeast | BioA inh | GDH-TPI inh | Anthrax LF prot | FadD28 binding | BoNT-F LC inh | Mtb FBA inh
CC(NC(=O)COC(=O)C1CCC1)c1ccccc1 (configuration not stated) | 0.1 | 0.8 | 0.3 | -1.0 | 10.9 | -1.9 | -0.8 | -10.6 | 6.3
C=CCC1(CC=C)CCCN1C(=O)c1cc(COc2ccc(-n3cncn3)cc2)on1 | 1.2 | -0.1 | 1.7 | -0.2 | -7.6 | -0.4 | 0.7 | -1.3 | 1.6
COC(=O)c1cccc(CN2C(=O)SC(Nc3ccccc3)C2=O)c1 (configuration not stated) | 1.8 | 0.7 | -0.2 | . | 5.6 | 1.3 | -37.5 | 0.5 | 0.4
CCOC(=O)CSc1ccc(C(=O)Nc2ccc(OC)cc2)cn1 | -0.9 | -1.0 | 1.2 | . | -7.5 | 1.5 | -0.7 | -0.8 | -6.6
O=C(CSc1ccc(-c2ccccc2)nn1)N1CCN(c2ccccc2)CC1 | 1.4 | 2.3 | 0.4 | -1.4 | -3.0 | -0.8 | -0.7 | -1.3 | 0.1
CN(C)c1nc(N(C)C)nc(N(C#N)CN2C(=O)c3ccccc3S2(=O)=O)n1 | 2.4 | -0.1 | 0.1 | . | 7.3 | -4.4 | -3.1 | -7.4 | 0.5
CN(C)c1ccc(C(=S)N2CCN(c3ccc([N+](=O)[O-])cc3)CC2)cc1 | 2.7 | -1.3 | 0.2 | -2.1 | 1.2 | -6.3 | -1.5 | -16.7 | -1.0
Cc1nnc(SCCn2c(N3CCCCC3)nc3c2c(=O)[nH]c(=O)n3C)s1 | 2.1 | -0.1 | -1.0 | . | -3.3 | 0.4 | -1.7 | 1.5 | -2.0
COc1cc(OC)c(N(C)C(=O)c2cc3c(s2)-c2ccccc2S(=O)(=O)C3)cc1Cl | -1.6 | -0.5 | 0.1 | 0.6 | 11.6 | -2.6 | -3.3 | -1.5 | 4.1
OC(CN1CCN(c2ccccc2Cl)CC1)c1ccccc1 (configuration not stated) | 0.7 | -5.6 | -0.5 | -1.3 | -0.7 | -0.6 | -1.9 | -17.8 | 1.6
Cc1nonc1OCCCNc1ccc([N+](=O)[O-])cc1Cl | 0.4 | -2.9 | 0.3 | -0.7 | -4.1 | -7.1 | -5.7 | -5.4 | -4.6
CCCN(CCC)c1nc(C#N)nc(N(CCC)CCC)n1 | -1.5 | 0.3 | -2.2 | . | 2.5 | -2.9 | -0.5 | -6.7 | 0.5
